# Screening results from PubChem BioAssay.
# ASAP1 GAP inh: ASAP1 ArfGAP inhibition; Q9ULH1; ASAP1-stimulated ARF1 GTP hydrolysis, GDP FP detection; inhibition, % at 16.5 µM; hit rate 0.19% among 360,000; AID 624377; in the data active = inhibition above about 25%;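 note: 0% = vehicle with enzyme and substrate and 100% = no enzyme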
# KLK7 zymogen act: activates the human kallikrein-7 zymogen | activation, % at 7 µM | hit rate 0.9% among 370,000 | purified proKLK7, EDANS-DABCYL substrate fluorescence; 100% is mature enzyme control, 0% vehicle;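 active = activation above the mean of all tested compounds plus 3 SD, computed per campaign excluding outliers beyond control limits, cut at about 13% in these data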
# Target sequence (P49862 whole entry, looked up): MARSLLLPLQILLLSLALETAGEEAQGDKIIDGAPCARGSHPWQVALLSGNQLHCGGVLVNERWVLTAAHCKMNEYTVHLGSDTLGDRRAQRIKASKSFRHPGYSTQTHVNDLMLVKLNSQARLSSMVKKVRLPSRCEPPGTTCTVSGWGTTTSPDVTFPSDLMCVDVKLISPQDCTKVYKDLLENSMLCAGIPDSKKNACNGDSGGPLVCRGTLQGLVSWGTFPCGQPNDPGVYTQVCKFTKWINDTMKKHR
# PLC-beta3 inh: inhibitors of human phospholipase C beta3; Q01970; Purified PLC-beta3, fluorogenic substrate, fluorescence; inhibition, % at 12.2 µM; hit rate 0.18% among 370,000; AID 720704; in the data active = inhibition above about 11%;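 note: 0% = median of compound wells on plate and 100% = full blocker control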
# Rev-erbA mod: modulates human Rev-erb alpha binding to DNA | activity, % at 10 µM | hit rate 0.79% among 370,000 | P20393 | Rev-erbα–FITC-DNA binding, fluorescence polarization, 90 min | AID 1259318;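 active = activity above about 14%, limit read from the data; passing the limit was not always enough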;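 note: 0% = DMSO wells with 35 nM protein and 100% = DMSO wells with 750 nM protein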
# ARFGAP1 inhibitor: inhibitors of rat ARFGAP1; hit rate 0.26% among 360,000; AID 651572; Arfgap1-stimulated ARF1 GTP hydrolysis, GDP FP detection; Q62848; inhibition, % at 16.5 µM;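 active = inhibition above a per-plate limit, mean inhibition of low control wells plus 3 SD, cut at about 25% in these data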;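 note: 0% = DMSO wells with enzyme and 100% = wells lacking Arfgap1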
#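 Material: rat Arfgap1 GAP domain (His6, aa 1-136), purified enzyme. Also added: human ARF1(Δ1-17)-GTP substrate. Compound dosing: 16.5 µM single point, 1.26% DMSO. Timing: enzyme reaction 120 min at 25 °C after 20 min preincubation. Signal: GDP detection by fluorescence polarization. Read-out basis: percent inhibition of GAP-stimulated GDP formation, scaled between DMSO and no-Arfgap1 medians.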
# DDE Tn6 FP inh: DD(E)-Tn6 binding inhibition, primary FP screen; P02675; Fibrin DD(E) TRITC-Tn6 fluorescence polarization displacement; inhibition, % at 8.3 µM; hit rate 0.21% among 370,000; AID 720509;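 active = inhibition above a per-campaign cutoff: mean of compounds within control limits plus 3 SD, cut at about 15% in these data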;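 note: 0% = median of all compound wells on the plate and 100% = blocking peptide control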
# UHRF1 binding: UHRF1 methyl-DNA binding inhibition; Q96T88; UHRF1 binding to methylated oligo, TR-FRET; inhibition, % at 4.4 µM; hit rate 0.75% among 370,000; in the data active = inhibition above about 21%;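 note: UHRF1 SRA domain binding a hemimethylated CpG hairpin DNA probe; 0% = median of test compound wells and 100% = reference inhibitor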
# Target sequence (Q96T88 whole entry, looked up, the tested form may be a part): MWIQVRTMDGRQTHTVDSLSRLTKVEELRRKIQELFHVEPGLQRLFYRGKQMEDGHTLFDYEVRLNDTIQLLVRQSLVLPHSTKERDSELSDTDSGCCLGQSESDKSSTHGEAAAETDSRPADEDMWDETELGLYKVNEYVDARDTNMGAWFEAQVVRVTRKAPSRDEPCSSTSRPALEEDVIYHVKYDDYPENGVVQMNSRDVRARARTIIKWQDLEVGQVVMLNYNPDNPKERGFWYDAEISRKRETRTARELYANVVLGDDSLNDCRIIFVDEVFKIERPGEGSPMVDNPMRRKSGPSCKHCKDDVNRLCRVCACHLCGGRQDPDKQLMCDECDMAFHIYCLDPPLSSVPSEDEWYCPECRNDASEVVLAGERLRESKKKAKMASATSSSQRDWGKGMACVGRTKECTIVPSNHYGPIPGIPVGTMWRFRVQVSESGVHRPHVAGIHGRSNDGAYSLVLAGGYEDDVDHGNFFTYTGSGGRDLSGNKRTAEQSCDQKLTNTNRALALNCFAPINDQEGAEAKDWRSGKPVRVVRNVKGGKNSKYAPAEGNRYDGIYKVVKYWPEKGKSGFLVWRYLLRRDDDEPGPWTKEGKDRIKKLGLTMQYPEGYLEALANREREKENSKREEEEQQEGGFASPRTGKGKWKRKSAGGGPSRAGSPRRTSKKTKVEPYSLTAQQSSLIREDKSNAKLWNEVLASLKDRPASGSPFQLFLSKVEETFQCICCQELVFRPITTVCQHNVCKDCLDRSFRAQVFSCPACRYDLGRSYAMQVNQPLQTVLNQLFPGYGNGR
# sPLA2-III inh: Blocks human group III sPLA2 activity; hit rate 0.56% among 370,000; inhibition, % at 12.2 µM; QFRET BODIPY PC-A2 liposome hydrolysis, fluorescence; Q9NZ20;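 active = inhibition above mean plus 3 SD of compounds lying within the high and low control bounds, cut at about 19% in these data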;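 note: 0% = median of test compound wells and 100% = no enzyme DMSO wells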
# PLCg1 inh: inhibitors of human phospholipase C gamma1; P19174; purified PLC-gamma1, fluorogenic substrate, fluorescence; inhibition, % at 12.2 µM; hit rate 0.84% among 370,000; AID 720700; in the data active = inhibition above about 9.5%
# Tn7 DDE FP: DD(E)-Tn7 binding inhibition, primary FP screen | FP displacement of FITC-Tn7 peptide from fibrin DD(E); 0% = median of compound wells per plate | inhibition, % at 8.3 µM | hit rate 0.13% among 370,000 | P02675;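 active = inhibition above the mean of compounds falling within the control limits plus 3 SD of them, cut at about 14% in these data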;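 note: 0% = plate median of compound wells and 100% = 10 µM Aha-Tn7 peptide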
#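 Assay system: Human fibrin DD(E) protein | Medium: Tris buffer with calcium and detergent, pH 7.8 | Reagent: 0.1 µM fluorescent Tn7 | Compound dosing: Single point at 8.3 µM | Times: 10 min preincubation, 3 h with tracer, room temperature | Detection: Fluorescence polarization of the labelled Tn7 tracer | Controls: Aha-Tn7 high control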
# * hit, by the source's call.
ASAP1 GAP inh	KLK7 zymogen act	PLC-beta3 inh	Rev-erbA mod	ARFGAP1 inhibitor	DDE Tn6 FP inh	UHRF1 binding	sPLA2-III inh	PLCg1 inh	Tn7 DDE FP	canonical_smiles
0	0.9	-38	-4	0	1	-1	5	-28	-4	CCCc1cc2c(OC)ccc(O)c2c(=O)n1C
9	-0.4	-50	2	5	3	-14	-4	-32	-18	CN(C)c1ccc(/C=C/C(=O)c2cccnc2)cc1
-7	-0.1	1	-3	-5	-4	1	10	0	-7	Cc1ccc(S(=O)(=O)NNC(=S)Nc2ccccc2)cc1
-10	-0.6	-6	4	-1	-1	-1	2	0	0	C[C@]12CCC3C(CC[C@H]4CC(O)CC[C@]34C)C1CC/C2=N/O (stereo partly drawn)
12	0.8	-11	0	16	-1	-1	-10	-1	-4	O=C(NC(=S)Nc1cccc2c(O)cccc12)c1cccc(Br)c1
-17	-0.9	-1	2	-6	6	1	-2	-1	4	C=CCn1c(SCC(=O)NC2(C)CCS(=O)(=O)C2)nc2ccccc21 (stereo not drawn)
0	-0.2	-78	1	3	-6	0	-20	-68	-2	c1ccc(OCCNc2ccn3nc(-c4ccco4)cc3n2)cc1
8	0.2	3	1	-13	3	-3	-3	0	-6	O=[N+]([O-])c1ccc(N2CCCCC2)cc1NCCOc1ccccc1
6	0.5	-5	1	-1	-1	5	-9	1	5	COc1cc(OC)cc(C(=O)Nc2nc(CC(=O)NCc3ccc(F)cc3)cs2)c1
6	0.2	-5	1	4	-2	-1	-3	-1	7	COc1ccc(N(CC(=O)NCc2ccccc2OC)S(=O)(=O)c2ccccc2)cc1
-2	-0.4	-1	-2	-2	2	-3	-5	2	-5	COCCCNC(=O)CSc1nc2ccccc2c(=O)n1CCc1ccc(S(N)(=O)=O)cc1
-2	-0.5	-4	1	8	4	-2	4	3	3	Cc1ccccc1NC(=O)COC(=O)c1ccc2c(c1)OCCO2
4	-0.3	4	-1	12	-8	5	19	-1	3	Cc1cccc(-c2nc3ccccc3c(=O)n2NC(=S)N(C)C)c1
4	-0.4	2	-1	-3	-4	-1	-6	1	-3	N#C/C(=C\C=C\c1ccccc1)C(=O)NCc1ccco1
-1	0.3	0	7	-4	4	-4	-4	4	-5	O=C(NNC1OC(CO)C(O)C(O)C1O)c1cccc(Br)c1 (stereo not drawn)
5	0.3	1	-1	1	-11	2	-4	-2	3	CCOC(=O)Cn1c(=O)n(Cc2ccco2)c(=O)c2ccc(C(=O)NCCc3ccccc3)cc21
3	0.0	2	3	-4	-1	-1	-4	2	-2	COC(=O)c1cc(C#N)c(SCc2ccccc2)nc1C
7	0.0	-6	0	-6	-2	-2	-2	-4	-6	CCc1nc2ccc(C(=O)NCCCn3ccnc3)cn2c1N(C)Cc1cccs1
3	-0.2	3	-7	11	-10	7	19*	7	-2	CCCCCCCCCCOC(=O)C[N+](C)(C)CC1CCCCC1O (stereo not drawn)
6	-0.1	1	-1	-9	-4	1	2	2	0	NC(=O)Cn1cnc(-c2ccccc2)c1
-8	0.3	4	-4	3	0	-1	-3	0	-4	O=C(CSc1nnc(-c2ccccc2)c(-c2ccccc2)n1)NCC1CCCO1 (stereo not drawn)
-5	0.2	-9	-1	3	5	2	11	0	-5	Cc1c(N(C)S(=O)(=O)c2cccc(C(=O)NCC3CCCO3)c2)c(=O)n(-c2ccccc2)n1C (stereo not drawn)
-3	-2.2	-40	-3	6	0	-4	-2	-34	1	Cc1sc2nc(CSCC(=O)NC3CCCCC3)[nH]c(=O)c2c1C
7	-0.4	-1	1	4	2	-2	-5	1	-1	Cc1oc(-c2ccc(Cl)cc2)nc1CS(=O)CC(=O)NCCCN(C)C1CCCCC1 (stereo not drawn)
-9	2.2	-40	-2	-2	0	-5	6	-27	3	Cc1cc(N2CCN(C)CC2)nc2ccc(NC(=S)NCCC(C)C)cc12
3	-0.5	-6	0	2	3	3	7	2	7	COc1cc(NC(=O)CCS(=O)(=O)c2ccc3c(c2)oc(=O)n3C)cc(OC)c1OC
8	0.8	-4	1	16	3	-1	-3	-1	-3	O=S(=O)(c1ccc2nnn(OCc3ccccc3)c2c1)N1CCOCC1
-1	-0.3	-26	-2	-9	-1	2	5	6	-4	CC(C)CCN1CCN(CC(c2ccccc2)c2ccccc2)CC1CCO (stereo not drawn)
-7	0.3	3	-3	-12	3	0	-6	3	-5	Cc1cc(C)n(CC(O)CN(c2ccccc2)S(=O)(=O)c2ccccc2)n1 (stereo not drawn)
7	-0.1	-6	-4	3	-27	2	-2	0	3	O=C(Nc1ccc(Cl)c(Cl)c1)Nc1nccs1
-6	-1.0	-1	-1	1	-2	-2	2	0	-1	O=C(O)c1cnn2c1NC(c1ccc(F)cc1)CC2C(F)(F)F (stereo not drawn)
-11	0.0	3	-1	-3	3	0	-2	-4	-6	CCOc1ncccc1C(=O)OCC(=O)Nc1ccc(Cl)cn1
15	-0.2	7	3	3	-3	-1	7	6	0	Cc1ccc(-n2[nH]c(C)c(/C=C3/C=Nc4ccccc43)c2=O)cc1C
-15	-1.0	-13	1	-2	0	5	-8	-8	-3	Fc1ccc(-c2nc3ccc(Cl)cn3c2Cc2cccc(F)c2)cc1
11	-0.3	-1	4	-10	5	0	-5	3	-8	COc1ccc(S(=O)(=O)N2CCOCC2)cc1NC(=O)Cc1ccc2c(c1)OCCO2
-12	0.0	0	3	-1	-5	-4	-15	2	0	O=c1ccc(-c2nc3ccccc3n2C(CCc2ccccc2)c2nc3ccccc3[nH]2)c[nH]1 (stereo not drawn)
-3	0.1	1	2	4	2	2	-1	3	-6	CC1(C)NC(=O)N(CC(O)CN2CCOCC2)C1=O (stereo not drawn)
1	2.6	-30	1	-2	0	2	8	-17	-1	CCCCNc1ncnc2[nH]ncc12
3	-0.3	0	5	-5	-1	-6	1	3	-5	CC1CC(=Cc2ccc([N+](=O)[O-])cc2)C(=O)O1 (stereo not drawn)
-8	-0.6	2	-1	-6	4	1	1	0	3	O=C1c2ccccc2C(=O)N1CCc1nc(-c2ccncc2)no1
0	-0.2	3	-2	0	-1	2	-2	4	10	NC(=O)C(NC(=O)OCc1ccccc1)c1ccccc1 (stereo not drawn)
1	-0.3	4	-2	-4	10	0	0	-1	3	Cc1ccc(NC(=O)C2CCCN2C(=O)Oc2ccccc2)c(C)c1 (stereo not drawn)
5	-0.7	16*	-10	-11	-4	97*	2	30*	5	COc1cc(C=C2C(=O)C=CC2=O)ccc1O
-4	-0.2	2	-2	-2	5	-2	-2	-1	-5	COc1ccc(OC)c(CCNC(=O)CN2C(=O)CC(C)(C)S(=O)(=O)c3ccccc32)c1
4	-0.1	-1	-2	-3	0	2	12	0	3	CCN(CC)C(=O)C1=C(C)N(Cc2ccc(F)cc2)C(=O)C(CC(=O)NC2CCCCC2)C1 (stereo not drawn)
-4	0.3	-3	6	1	7	0	-1	1	-5	Cc1ccc(S(=O)(=O)c2c(C)nn(C(C)(C)C)c2OC(=O)C(C)C)cc1
0	-0.3	0	-6	0	-1	-9	13	4	5	CC(=O)Nc1c(Br)cc2c(c1Br)C(=O)c1ccccc1-2
-2	-1.0	-9	3	2	2	0	-6	-8	3	CCn1c(-c2cccnc2Cl)nc2cc(C)c(C)cc21

# An excerpt from above in order of their number in PLCg1 inh, largest number first:
Compound	PLCg1 inh
NC(=O)C(NC(=O)OCc1ccccc1)c1ccccc1 (stereo not drawn)	4
CCN(CC)C(=O)C1=C(C)N(Cc2ccc(F)cc2)C(=O)C(CC(=O)NC2CCCCC2)C1 (stereo not drawn)	0
Cc1ccc(NC(=O)C2CCCN2C(=O)Oc2ccccc2)c(C)c1 (stereo not drawn)	-1

# Following part
ASAP1 GAP inh	KLK7 zymogen act	PLC-beta3 inh	Rev-erbA mod	ARFGAP1 inhibitor	DDE Tn6 FP inh	UHRF1 binding	sPLA2-III inh	PLCg1 inh	Tn7 DDE FP	canonical_smiles
3	0.5	0	-1	5	1	-2	-10	-2	0	O=C1N=C(N2CCN(c3ccccc3)CC2)SC1Cc1ccccc1 (stereo not drawn)
8	1.0	-7	0	-7	-4	0	-18	1	-14	Cc1ccc(SCc2nc(N)nc(Nc3ccccc3C)n2)cc1C
2	0.2	0	-7	3	2	5	12	8	5	CCC(=O)N(CC(=O)Nc1sc(C)c(C)c1C(N)=O)C1CCCC1
14	0.5	1	-3	-3	-7	1	12	5	0	C/C(=N\Nc1nccnc1Cl)c1ccc([N+](=O)[O-])cc1
12	-0.3	-9	-3	6	-10	2	-4	3	-5	Cc1cc(C)nc(NS(=O)(=O)c2ccc(NC(=O)c3cc(=O)c4ccccc4o3)cc2)n1
5	-0.4	-7	-4	-7	-6	3	9	-2	-1	NC(CSCc1ccccc1Cl)C(=O)O (stereo not drawn)
-5	0.1	-6	-7	7	2	13	-24	-2	-4	CCOc1ccc(NC(=O)CN(C)C(=O)c2ccc(COc3ccccc3)cc2)cc1OCC
1	0.5	3	0	-7	-4	-3	2	-2	4	Cc1ccc(N(CC(=O)NCCSc2ccccn2)S(C)(=O)=O)cc1
1	0.4	-6	-1	-9	-2	-2	1	2	-1	COc1ccc(CCNC(=O)CN2C(=O)NC3(CCOc4ccccc43)C2=O)cc1 (stereo not drawn)
-7	-0.7	-3	10	7	-8	0	18	3	2	COc1ccc2c(c1OC)C(=O)OC2
6	0.7	-2	9	-3	0	0	-8	-5	6	CN(C(=O)c1cnc(N2CCN(c3ncccn3)CC2)c2ccccc12)c1ccc(Cl)cc1
23	-1.4	-33	0	15	1	-4	-38	-22	0	COc1ccc(C(=O)c2[nH]c(N)c(C(=O)NCCc3c[nH]c4ccccc34)c2-c2ccc(Cl)c(F)c2)cc1
1	0.6	-3	-3	-8	-6	4	3	4	-4	c1ccc2sc(NC3=NCN(C4CCCCCC4)CN3)nc2c1
5	-1.1	-1	7	-1	-4	4	19*	-2	7	CCOC1(C)OCC(=O)[C@]2(CCC3C4CCC5=CC(=O)C=CC5(C)C4C(=O)CC32C)O1 (stereo partly drawn)
2	-0.3	4	2	-11	8	3	0	4	-9	Cc1ncc([N+](=O)[O-])n1Cc1ccccc1
-5	1.5	4	-3	1	-4	-1	7	0	-6	O=C1Nc2ccccc2C(O)(C(=O)N2CCCCC2)N1c1ccccc1 (stereo not drawn)
1	-0.2	3	7	-4	2	0	3	3	-3	O=C(NCCN1C(=O)S/C(=C\c2ccc(F)cc2)C1=O)c1cccc(S(=O)(=O)N2CCOCC2)c1

# Entries listed so far that have a COOH group, in the order listed:
ASAP1 GAP inh	KLK7 zymogen act	PLC-beta3 inh	Rev-erbA mod	ARFGAP1 inhibitor	DDE Tn6 FP inh	UHRF1 binding	sPLA2-III inh	PLCg1 inh	Tn7 DDE FP	canonical_smiles
-6	-1.0	-1	-1	1	-2	-2	2	0	-1	O=C(O)c1cnn2c1NC(c1ccc(F)cc1)CC2C(F)(F)F (stereo not drawn)
5	-0.4	-7	-4	-7	-6	3	9	-2	-1	NC(CSCc1ccccc1Cl)C(=O)O (stereo not drawn)
